From PubChem BioAssay
Diaphorase inh: diaphorase inhibitors and chemical oxidizers, primary screen, counter-screen for diaphorase-coupled primary assays, biochemical, uHTS, resorufin fluorescence; diaphorase resazurin-to-resorufin fluorescence, NADH, 16 min; bacterial (C. kluyveri) enzyme, not human; inhibition, % at 20 µM; hit rate 0.69% among 190,000; AID 1217, 2008;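 active = primary screen inhibition at 20 µM above a set limit, cut at about 50% in these data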;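 note: plate controls were DMSO with full reaction for no effect and wells lacking NADH for full effect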
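Assay system: diaphorase enzyme from Clostridium kluyveri; Input: enzyme working solution with 0.14 U/mL diaphorase; Timing: 16 min at room temperature; Technique: resorufin fluorescence, excitation 544 nm, emission 590 nm; Benchmarks: positive control minus NADH, DMSO neutral control.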
NF-kB expr up: activators of NF-kB expression in neurons, primary screen, cell-based, HTS | human neuronal cells, NF-kB reporter expression; stronger effect = higher value | fold change at 12.5 µM | hit rate 1.6% among 190,000 | AID 1239, 2008; in the data active = fold change above about 3.3
STAT1 act: STAT1 signaling activators, primary screen, cell-based, HTS, luciferase reporter; activation (% of control), % at 5.5 µM; NIH 3T3 STAT1-luciferase reporter, IFN-gamma, luminescence; 100% = IFN-gamma alone, no compound; hit rate 2.6% among 200,000; AID 932, 2007;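 active = activation above the screen-wide mean activation plus 3 SD, cut at about 130% in these data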;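 note: raw ratio to IFN-gamma control signal so 100% means no change and 0% no light; values of inactives mirror those of a sister screen read the other way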
Diaph act CS: compounds boosting diaphorase resazurin reduction – biochemical, uHTS, resorufin fluorescence, counter-screen for diaphorase-coupled primary assays, primary screen; Diaphorase/resazurin coupled assay, 16 min; stronger effect = higher value; 1 = vehicle wells, 0 = NADH-free wells; activation factor at 20 µM; hit rate 0.005% among 190,000;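 active = diaphorase activity raised at least twofold by the compound at 20 µM; inactive = activation factor below 2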
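Measured by – red resorufin fluorescence at 544/590 nm excitation/emission · Test system – Clostridium kluyveri diaphorase, purified enzyme · Incubation – reaction time 16 min, room temperature · Buffer or medium – 50 mM HEPES pH 7.4 with 4.542 mM MgCl2, 0.005% Tween 20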
G6PDH counter: L. mesenteroides G6PDH inhibitors, counter-screen for G6PDH-coupled screening assays, biochemical, Leuconostoc mesenteroides enzyme; Purified L. mesenteroides G6PDH, diaphorase/resazurin coupled fluorescence, 45 min; inhibition, % at 5 µM; hit rate 0.12% among 200,000; in the data active = inhibition above about 50%
APP 5'UTR act: activators of APP 5'UTR luciferase reporter, primary screen, SH-SY5Y cells | SH-SY5Y APP 5'UTR luciferase reporter, luminescence; zero percent = DMSO vehicle wells | activation, % at 2 µM | hit rate 1% among 190,000;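 active = activation above a set limit, based on mean plus 3 SD of controls, cut at about 140% in these data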; note: values of inactives mirror those of a sister screen read the other way
APP transl inh: inhibitors of APP translation via 5'UTR reporter, primary screen, APP 5'UTR luciferase, SH-SY5Y cells | SH-SY5Y APP 5'UTR-luciferase reporter, luminescence | hit rate 0.82% among 190,000 | inhibition, % at 2 µM | AID 1285, 2008;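 active = inhibition above a set limit, derived from the sample mean plus 3 SD, cut at about 45% in these data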; note: values of inactives mirror those of a sister screen read the other way
FLuc act counter: FLuc activators, initial screening, artefact control for FLuc-dependent activation tests, biochemical, ATPlite luminescence; Luciferin 4-monooxygenase (Photinus pyralis), P08659; ATPlite luciferase biochemical, 10 min; 0 = ATP-free wells, 1 = DMSO control; activation factor at 10 µM; 200,000 tested, under 10 active;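 active = luciferase activation factor, scaled between plate controls, of at least 2 with compound at 10 µM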
Target sequence (P08659 whole entry, looked up): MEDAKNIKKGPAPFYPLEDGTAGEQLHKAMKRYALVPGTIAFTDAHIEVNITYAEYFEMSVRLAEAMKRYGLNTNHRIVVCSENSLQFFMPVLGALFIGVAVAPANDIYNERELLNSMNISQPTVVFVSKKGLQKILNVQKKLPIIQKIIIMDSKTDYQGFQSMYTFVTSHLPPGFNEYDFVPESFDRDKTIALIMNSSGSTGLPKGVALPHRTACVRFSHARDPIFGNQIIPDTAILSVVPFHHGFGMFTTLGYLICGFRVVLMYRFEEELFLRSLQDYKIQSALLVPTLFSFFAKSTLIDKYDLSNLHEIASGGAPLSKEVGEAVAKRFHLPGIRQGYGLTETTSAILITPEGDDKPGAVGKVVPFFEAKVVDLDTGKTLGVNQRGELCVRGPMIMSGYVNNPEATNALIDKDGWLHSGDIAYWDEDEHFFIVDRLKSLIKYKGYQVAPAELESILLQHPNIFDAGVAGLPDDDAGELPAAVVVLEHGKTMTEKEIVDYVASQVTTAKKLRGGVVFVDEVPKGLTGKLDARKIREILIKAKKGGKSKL
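test system = cell-free luciferase reagent | medium = PBS as buffer for the ATP substrate | dosing = test compounds dosed from 2 mM stocks in 100% DMSO | incubation = 10 min at ambient temperature | detection = luminescence measurement of luciferase light output | benchmarks = low control with PBS replacing ATP, high control enzyme plus ATP without compound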
TLR4 MyD88 comp: inhibitors of TLR4-MyD88 association in cells, primary screen, cell-based, HeLa CL3-4, BLA complementation, FRET ratio; Toll-like receptor 4 (Homo sapiens) + Myeloid differentiation primary response protein …; HeLa CL3-4 TLR4/MyD88 BLA complementation; inhibition, % at 8.4 µM; hit rate 0.18% among 200,000; AID 861, 2007; in the data active = inhibition above about 25%;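 note: 0% = vehicle and 100% = reference inhibitor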
FLuc inhib CS: firefly luciferase enzyme inhibitors, primary screen, artefact control for luciferase-based inhibitor screens, biochemical, luminescence, ATPLite | AID 1006, 2008 | 10 min | Luciferin 4-monooxygenase (Photinus pyralis), P08659 | hit rate 1.5% among 200,000 | inhibition, % at 10 µM;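 active = inhibition above about 50% when tested at 10 µM, limit read from the data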
* marks the source's active call; other numbers are inactive results; . = not tested or not shown.

SMILES	Diaphorase inh	NF-kB expr up	STAT1 act	Diaph act CS	G6PDH counter	APP 5'UTR act	APP transl inh	FLuc act counter	TLR4 MyD88 comp	FLuc inhib CS
Cc1ccn2cc(CC(=O)O)nc2c1	15	1.1	103	0.8	7	6	-6	1	-17	-2
Cn1c(-c2ccc(F)cc2)cnc1SCC(=O)N1CCCCC1	12	3.9*	138*	0.9	-2	123	-123	0.9	-12	13
CN(C(=O)CSc1nnc(N)s1)c1c(N)n(Cc2ccccc2)c(=O)[nH]c1=O	2	1.1	100	1	7	13	-13	1	5	-4
O=C(Nc1ccccc1)c1ccc(NC2CCCCC2)c(S(=O)(=O)N2CCOCC2)c1	28	0.64	96	0.7	-4	0	0	1	-18	-4
CCc1nccn1S(=O)(=O)c1ccc2ccccc2c1	8	0.93	105	0.9	4	-1	1	1.1	4	-5
CC1Oc2ccccc2N(Cc2ccccc2Cl)C1=O (centres undefined)	7	1.3	106	0.9	9	-1	1	1.1	-7	-6
O=S(=O)(c1ccccc1)C(/C=N\O)/C=C/c1ccccc1 (centres undefined)	9	1.2	91	0.9	1	-2	2	1	0	-2
CCC(C(=O)NC(C)CCc1ccco1)n1nc(C)n2c(cc3occc32)c1=O (centres undefined)	16	1.1	94	0.8	10	-2	2	1.1	13	-8
Cc1cccc(NC(=O)c2ccccc2NC(=O)C2CCCCC2)c1C	12	1.1	100	0.9	0	6	-6	1.1	4	-8
CCC(C)(C)NC(=O)C(c1ccc(C)cc1)N(Cc1ccco1)C(=O)CCC(=O)Nc1nccs1 (centres undefined)	8	0.88	100	0.9	20	21	-21	1.1	2	-6
CCOc1ccccc1-n1nnnc1SCC(=O)Nc1cc2oc3ccccc3c2cc1OC	8	1.1	93	0.9	-25	-1	1	1.1	-1	-7
COc1ccc(C2C(C#N)=C(N)Oc3c2oc(CO)cc3=O)cc1 (centres undefined)	22	1.1	103	0.8	4	3	-2	1	1	-4
N/C(=N\OC(=O)/C=C/c1ccccc1)c1cccnc1	10	1	116	0.9	6	55	-55	0.2	-1	81*
Cc1cccc(C)c1NC(=O)CCCN1CC(C)OC(C)C1 (centres undefined)	2	1.2	103	1	15	-2	2	1	12	2
C/C(=N\S(=O)(=O)c1ccc(C)cc1)NC(=S)Nc1ccc(C)cc1	7	1.5	114	0.9	2	16	-16	1	-13	-1
CC(NC(=O)c1ccc(Br)cc1)c1ccc2c(c1)CCCC2 (centres undefined)	18	0.8	104	0.8	-7	-1	1	1.1	1	-10
CCC(=O)NCc1cc(-c2nn(C)c(=O)c3ccccc23)ccc1OC	.	1.1	89	.	16	2	-2	1	-5	-2
COc1ccccc1C(=O)n1nc(-c2cccnc2)nc1N	3	1.3	106	1	-10	-5	5	1.1	0	-11
CCN(CC)C(=O)C(=O)Nc1ccc(F)c(Cl)c1	7	1.1	122	0.9	7	42	-42	1.1	7	-7
CCC(C)(C(=O)NC1CCCC1)N(C)C(=O)c1ccccn1 (centres undefined)	9	0.91	98	0.9	2	12	-12	1	3	-4
Cc1ccc(C)c(N2CCN(C(=O)COc3cc(=O)n(C)c4ccccc34)CC2)c1	21	0.8	89	0.8	3	15	-15	1.1	6	-7
CCCCc1ccc(NC(=O)COc2ccc(C(=O)Nc3ccccc3C)cc2)cc1	7	1.1	102	0.9	-18	-11	11	1.1	-11	-6
Cc1nnc(SCC(=O)NNC(=O)c2ccco2)n1-c1cccc(Cl)c1	10	1.2	104	0.9	-1	-1	1	1.1	11	-6
CCCCc1ccc(NC2=NCC(=O)N2CCc2ccccc2)cc1	30	1.1	99	0.7	12	9	-9	1	-9	-2
Cc1ccc(C(=O)c2cc(C)sc2N)cc1	2	1.4	110	1	6	-1	1	1	12	-3
CCCC(CCC)C(=O)NCCN1CCOCC1	14	1.4	103	0.9	13	-2	2	1	-12	-4
COc1cc(/C=N/NC(=O)C(=O)NCC2CCCO2)ccc1OCC(=O)N1CCOCC1 (centres undefined)	5	1.1	100	0.9	5	3	-3	1.1	7	-6
CC(C)OC(=O)C(C#N)c1nc2ccccc2nc1N1CCN(Cc2ccccc2)CC1 (centres undefined)	7	1.1	106	0.9	11	-10	10	1	-6	-2
O=C(Nc1ccccc1-c1nc2ccccc2[nH]1)c1ccc(S(=O)(=O)N2CCCCC2)cc1	6	1.3	100	0.9	6	0	0	1.1	3	-9
O=C(CN(c1ccc(Cl)cc1)S(=O)(=O)c1ccccc1)N1CCN(c2ccccc2)CC1	32	0.94	103	0.7	6	-4	4	1	-3	0
O=S(=O)(Nc1cccnc1)c1cccc(Cl)c1	10	1.1	104	0.9	2	19	-19	1.1	-10	-12
Cc1cc(N(C)NC(=S)Nc2ccccc2)nc(C)n1	9	1.1	94	0.9	1	14	-14	1.1	-1	-12
Cc1nn(S(=O)(=O)c2ccccc2)c(C)c1Sc1ccc([N+](=O)[O-])cc1	20	1	102	0.8	-28	-3	3	1.1	-14	-7
COCCN=C1Sc2nc3ccc(C)cc3cc2CN1Cc1cccs1	37	1.2	110	0.6	-1	-3	4	1	-14	-3
O=C(O)/C=C/c1nc(-c2ccccc2)n2ccccc12	15	1.3	107	0.9	13	-7	7	1	6	-2
Cc1ccc2c(c1)Oc1ccc(NC(=O)CCl)cc1C(=O)N2	6	0.16	78	0.9	4	-53	53*	1.1	6	-9
Clc1ccc2c(c1)[C@H]1OCC[C@H]1[C@@H](c1ccco1)N2	20	1.8	104	0.8	-6	17	-17	0.4	-5	59*
CC1CCN(C(=O)CSc2nnc(Cc3cc(=O)[nH]c(=O)[nH]3)n2-c2ccc(Cl)cc2)CC1	13	1.2	99	0.9	-9	1	-1	1	-15	-2
CCNC(=O)CN(CCc1ccccc1)S(C)(=O)=O	8	1.3	104	0.9	2	-13	13	1.1	6	-5
O=C1[C@H]2[C@@H](C(=O)N1c1cccc3ccccc13)C1(C(=O)c3ccccc3C1=O)N1CCC[C@@H]21	26	3.4*	104	0.7	17	1	-1	1	-4	-1
CCCCCCOC(=O)c1ccc(NC(=O)c2cc(OC)c(OC)c(OC)c2Br)cc1	13	0.99	104	0.9	4	8	-8	1	-6	-2
O=c1nc2s/c(=C\c3ccco3)c(=O)n2nc1Cc1ccc(F)cc1	17	1.1	104	0.8	10	-6	6	1.1	-5	-11
COCCCNC(=S)N/N=C/c1ccc(N(C)C)cc1	-1	1.2	104	1	-4	30	-30	0.9	12	10
CC(C)(C)c1ccc(/C=C/C(=O)O)s1	-4	1.3	103	1	5	-9	9	0.9	-14	6
CCN1C(=O)c2cccc3c(S(=O)(=O)N(C(=O)c4cccnc4)c4ccc(OC)cc4)ccc1c23	28	0.61	101	0.7	6	-1	1	1	-3	-5

Part of the list above with just Diaphorase inh:
mol	Diaphorase inh
Clc1ccc2c(c1)[C@H]1OCC[C@H]1[C@@H](c1ccco1)N2	20
CC1CCN(C(=O)CSc2nnc(Cc3cc(=O)[nH]c(=O)[nH]3)n2-c2ccc(Cl)cc2)CC1	13
CCNC(=O)CN(CCc1ccccc1)S(C)(=O)=O	8
O=C1[C@H]2[C@@H](C(=O)N1c1cccc3ccccc13)C1(C(=O)c3ccccc3C1=O)N1CCC[C@@H]21	26
CCCCCCOC(=O)c1ccc(NC(=O)c2cc(OC)c(OC)c(OC)c2Br)cc1	13

More entries:
SMILES	Diaphorase inh	NF-kB expr up	STAT1 act	Diaph act CS	G6PDH counter	APP 5'UTR act	APP transl inh	FLuc act counter	TLR4 MyD88 comp	FLuc inhib CS
CCN(CC)C(=O)C(C)OC(=O)COc1ccc(Cl)cc1C (centres undefined)	14	0.97	98	0.9	0	-1	1	1	-11	-3
O=[N+]([O-])c1ccc(-c2nnc(CNC3CCCC3)o2)cc1	19	1.6	105	0.8	-2	-4	4	1	-16	-1
Cc1ccc(-c2cc(NC(=O)CSc3n[nH]c(N)n3)n(-c3ccccc3)n2)cc1	0	1.1	109	1	-2	8	-8	0.9	9	8
CCCOc1ccccc1N/C(N)=N/c1nc(C)cc(C)n1	-4	0.8	73	1	9	11	-11	1.1	9	-9
O=C(CCSc1ccccc1)NC(=O)COC(=O)C1CCCCC1	4	1.1	100	1	6	15	-15	1	9	1
CCn1cc(CNC(=O)c2cccc([N+](=O)[O-])c2)cn1	-10	1.1	97	1.1	14	11	-11	1.1	17	-5
CCc1cc(C(=O)OC)c(NC(=O)c2cc(Br)cs2)s1	24	1.1	98	0.8	7	-11	11	1.1	-10	-6
CCOC(=O)C1=C(N)OC(CCl)=C(C#N)C1c1ccsc1 (centres undefined)	12	1.1	98	0.9	11	0	0	1	11	-5
NC(=O)c1ccccc1NC(=O)Nc1cccc2ccccc12	12	0.57	99	0.9	7	-15	15	1	5	-4
CC(C(=O)N1CCCc2ccccc21)N1C(=O)c2ccccc2C1=O (centres undefined)	14	1.4	95	0.9	7	14	-14	1	-18	-4
CCCCOC(=O)CCN1C(=O)/C(=C2\SC(=S)N(CCC(=O)OCCCC)C2=O)SC1=S	11	1.2	100	0.9	-10	5	-6	1.1	-4	-10
CCC(C)(C)n1nnnc1C(c1ccc(C)cc1)N1CCC(C)CC1 (centres undefined)	2	1.1	97	1	6	-14	14	1.1	-14	-6
COc1ccc(NC2=CC(=O)CC(C)(C)C2)cc1OC	11	1.2	102	0.9	-4	3	-3	1	11	-4
CCOC(=O)C1CCN(CC(O)COCc2cccs2)CC1 (centres undefined)	3	0.99	92	1	5	-6	6	1	13	-4
O=C(Nc1ccccc1)c1ccc(Nc2c([N+](=O)[O-])cc([N+](=O)[O-])c3ccccc23)cc1	23	0.97	101	0.8	-6	17	-17	1.1	0	-6
COc1ccc(S(=O)(=O)NCC2CCCN(C(=O)c3occc3C)C2)cc1 (centres undefined)	2	1.1	97	1	15	11	-12	1	-14	-2
O=C(Cc1ccccc1[N+](=O)[O-])N1CCc2ccccc2C1	8	1.7	111	0.9	-6	2	-2	1	0	-1
COc1ccccc1NC(=O)CSc1nnc(C)o1	10	1.2	104	0.9	7	5	-5	1	-2	0
